Compound activity as filed in PubChem.
TSHR antag: Antagonists of the Thyroid Stimulating Hormone Receptor: HTS campaign; TSHR-expressing cells, TSH-stimulated cAMP HTRF, 2 h; hits give low values; activity change, negative = inhibition, % at 11.5 µM; Thyrotropin receptor (Homo sapiens), P16473; 330,000 tested, 0.2% active;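 active means activity change below a set negative limit, meaning inhibition stronger than a set level, cut at about -70% in these data; inconclusive means activity change between two set negative limits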; further: on the % scale 0 is the no-effect control and ±100 the full control effect
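TSHR-expressing cells, 200/well, pre-treated with compound, then stimulated with EC80 TSH (4nM final) for 2 hours at 37 deg C. cAMP measured by competitive HTRF: anti-cAMP cryptate antibody in lysis buffer plus cAMP-d2, read after 30 minutes at room temperature.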
Tb PFK inh: qHTS Assay to Find Inhibitors of T. brucei phosphofructokinase. Potency, µM (doses to about 57.5 µM), for inactives: at the top dose activity, negative = inhibition, most hits filed as inhibitors. AID 485367, 2010. 330,000 tested, 0.17% active. T. brucei PFK, ADP-Glo luminescence;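 further: potency means the concentration at half of the fitted maximal effect; 0% = uninhibited 1x PFK enzyme wells and -100% = no-enzyme wells; nearly all actives have a fitted effect of over 60% in size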
Target sequence (O15648 whole entry, looked up): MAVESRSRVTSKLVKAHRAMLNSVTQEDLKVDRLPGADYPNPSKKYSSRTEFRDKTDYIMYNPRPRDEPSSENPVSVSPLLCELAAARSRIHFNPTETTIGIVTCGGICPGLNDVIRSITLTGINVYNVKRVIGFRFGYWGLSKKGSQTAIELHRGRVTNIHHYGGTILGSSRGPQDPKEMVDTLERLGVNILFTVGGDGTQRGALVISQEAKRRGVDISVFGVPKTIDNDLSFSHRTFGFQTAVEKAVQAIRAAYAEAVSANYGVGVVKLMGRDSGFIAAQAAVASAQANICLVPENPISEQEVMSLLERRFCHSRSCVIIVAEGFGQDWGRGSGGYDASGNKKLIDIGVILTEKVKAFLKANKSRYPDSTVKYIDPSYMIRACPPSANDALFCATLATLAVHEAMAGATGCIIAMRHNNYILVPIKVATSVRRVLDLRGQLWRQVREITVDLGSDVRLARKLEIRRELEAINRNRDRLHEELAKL
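Luminescent ADP detection (ADP-Glo, two-step: ATP depletion then ADP-to-ATP conversion for luciferase) reported PFK activity after 45 min room-temperature reaction of 1.25 nM enzyme with 0.5 mM F6P and 0.1 mM ATP at pH 8.0.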
BCR signal inh: qHTS Assay to Find Inhibitors of Chronic Active B-Cell Receptor Signaling; ABC-DLBCL IkBa-CBG/CBR reporter, luminescence ratio, 4 h; Potency, µM (top dose mostly 46.1 µM), without a hit: top-dose ratio change, negative = lower green/red ratio, usual class: inhibitors; 340,000 tested, 0.05% active; AID 493014, 2011; active means well fitted inhibition curve with a large enough effect in the signal ratio, with a control signal flat, not every such curve was filed as active; inconclusive means small, poorly fitted or top-dose-only effect, or effect the other way, or a change in a side signal; the % refers to the signal ratio;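 further: potency means the concentration at half of the fitted maximal effect; plate controls were basal doxycycline-induced cells for no effect and cells given 10 µM MG132 for full effect; MG132 reads +100%, hits lower the ratio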
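Cell line TMD8 (human ABC DLBCL), stably expressing tet-inducible CBG68-IkBa fusion and CBR; IMDM/0.5% FBS; cpd up to 46 uM; dox induction, 4 h, 37C/5% CO2; dual luminescence; green/red ratio; MG132 control.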
PTAP TSG101 blk: qHTS Assay for Iinhibitors of HIV-1 Budding by Blocking the Interaction of PTAP/TSG101 | Fluorescence polarization, FITC-PTAP peptide / Tsg101 binding | Potency, µM (titrated, usually from 115 µM), for the others: at the highest dose activity change, negative = inhibition, hits mostly inhibitors | 340,000 tested, under 10 active; active means well fitted inhibition curve with a large enough effect in the main read-out, with a control signal flat, not every such curve was filed as active; inconclusive means small, poorly fitted or top-dose-only effect, or effect the other way, or a change in a side signal; inactive means no such curve, though single readings can be large or run the other way; further: potency means the concentration at half of the fitted maximal effect; % of control where 0% means no effect
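Fluorescence polarization binding of Tsg101 binding domain (10 uM final) to FITC-labeled PTAP peptide (50 nM final) in HEPES pH 7.5 buffer with NaCl, Tween 20, EDTA, TCEP. Compounds added before peptide; binding 20 min at RT.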
B2AR arrestin: qHTS assay of beta-arrestin-biased ligands of beta2-adrenergic receptor; Beta-2 adrenergic receptor (Homo sapiens), P07550; beta-arrestin recruitment to beta2AR, cell-based reporter; Potency, µM (series often up to 46.1 µM), for inactives: top-dose activation, hits mostly activators; 330,000 tested, 0.02% active; AID 492947, 2010;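 further: potency means the concentration at half of the fitted maximal effect; 0% = DMSO controls and full agonism = EC100 isoproterenol or metaproterenol; nearly all actives have a fitted effect of over 65% in size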
uPA surface inh: qHTS for Inhibitors of Cell Surface uPA Generation | AID 540303, 2011 | 330,000 tested, 0.31% active | Potency, µM (highest dose often 38.3 µM), inactives show at the highest dose activity change, negative = inhibition, actives largely listed as inhibitors | cell surface uPA generation assay, qHTS; active means well fitted inhibition curve with a large enough effect; inconclusive means small, poorly fitted or top-dose-only effect; inactive means no such curve, though single readings can be large or run the other way; tested in mouse RAW 264.7 cells; further: potency means the concentration at half of the fitted maximal effect; on the % scale 0 is the no-effect control and ±100 the full control effect; nearly all actives have a fitted effect of over 55% in size
TCR activator: Activators of T cell receptors: qHTS campaign; 330,000 tested, under 10 active; AID 504894, 2011; primary human leukocytes, anti-CD3, IL-2 HTRF, 48 h; Potency, µM (series often up to 9.22 µM), inactives show top-dose activation of IL-2 secretion, usual class: activators; further: % of control where 0% means no effect
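48 hr co-incubation of compounds, a-CD3 beads and primary human leukocytes; IL-2 quantified homogeneously by HTRF with anti-IL-2 K and d2 conjugates.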
Mito fusion yeast: qHTS Assay for Small Molecule Inhibitors of Mitochondrial Division or Activators of Mitochondrial Fusion; S. cerevisiae fusion-defective mutant growth rescue, CellTiterGlo 48 h; Potency, µM (highest dose often 46.1 µM), for inactives: at the highest dose growth rescue (activation), actives largely listed as activators; 320,000 tested, 0.23% active;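 further: potency means the concentration at half of the fitted maximal effect; % of control where 0% means no effect; nearly all actives have a fitted effect of over 45% in size; temperature-sensitive fusion mutants such as fzo1-1 at 37 °C on non-fermentable ethanol glycerol medium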
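Read-out: ATP-based luminescence (CellTiterGlo, 10 min ambient) reporting growth of fusion-defective ts yeast after 48 hours at 37C on glycerol/ethanol YPEG medium in the presence of compound.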
ELG1 DNA repair: qHTS screen for small molecules that inhibit ELG1-dependent DNA repair in human embryonic kidney (HEK293T) cells expressing luciferase-tagged ELG1; HEK293T ELG1-luciferase reporter, luminescence, 16 h; DNA damage induced by 5-fluorouridine; Potency, µM (top dose mostly 46.1 µM), inactives show at the highest dose activity change, negative = inhibition, most hits filed as inhibitors; 330,000 tested, 2.3% active; AID 504467, 2011; further: potency means the concentration at half of the fitted maximal effect; on the % scale 0 is the no-effect control and ±100 the full control effect; nearly all actives have a fitted effect of over 55% in size
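DMSO vehicle served as the neutral condition. Each well held 2,000 cells given 5-fluorouridine plus compound; after 16 hr at 37 °C/5% CO2, ONE-Glo was added and luciferase measured 30 min later.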
USP2a inh: qHTS Assay for Inhibitors of Ubiquitin-specific Protease USP2a Using CHOP2 as the Reporter; Ubiquitin carboxyl-terminal hydrolase 2 (Homo sapiens), O75604; USP2 core, Ub-CHOP2 coupled fluorogenic reporter, 485/531; AID 463254, 2010; Potency, µM (top dose mostly 38.3 µM), for the others: at the top dose activity change, negative = inhibition, hits mostly inhibitors; 330,000 tested, 0.01% active;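 further: potency means the concentration at half of the fitted maximal effect; plate controls were DMSO wells for no effect and full inhibition by NEM control for full effect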
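Cell-free coupled assay: 10nM USP2 core preincubated 30min RT with compound in Tris-HCl pH 8.0/CaCl2/CHAPS buffer, then 25nM Ub-CHOP2 and 25nM reporter substrate; fluorescence (Ex 485/Em 531) read after 60min RT, normalized to NEM inhibition, concentration-response curves fitted.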
Eya2 phos inh: qHTS Assay for Inhibitors of the Phosphatase Activity of Eya2; Protein phosphatase EYA2 (Homo sapiens), O00167; recombinant Eya2, OMFP fluorescence dephosphorylation (OMFP is methylfluorescein phosphate); Potency, µM (highest dose often 76.9 µM), for inactives: top-dose activity, negative = inhibition, actives largely listed as inhibitors; 330,000 tested, 0.006% active; further: potency means the concentration at half of the fitted maximal effect; on the % scale 0 is the no-effect control and ±100 the full control effect
Target sequence (O00167 whole entry, looked up): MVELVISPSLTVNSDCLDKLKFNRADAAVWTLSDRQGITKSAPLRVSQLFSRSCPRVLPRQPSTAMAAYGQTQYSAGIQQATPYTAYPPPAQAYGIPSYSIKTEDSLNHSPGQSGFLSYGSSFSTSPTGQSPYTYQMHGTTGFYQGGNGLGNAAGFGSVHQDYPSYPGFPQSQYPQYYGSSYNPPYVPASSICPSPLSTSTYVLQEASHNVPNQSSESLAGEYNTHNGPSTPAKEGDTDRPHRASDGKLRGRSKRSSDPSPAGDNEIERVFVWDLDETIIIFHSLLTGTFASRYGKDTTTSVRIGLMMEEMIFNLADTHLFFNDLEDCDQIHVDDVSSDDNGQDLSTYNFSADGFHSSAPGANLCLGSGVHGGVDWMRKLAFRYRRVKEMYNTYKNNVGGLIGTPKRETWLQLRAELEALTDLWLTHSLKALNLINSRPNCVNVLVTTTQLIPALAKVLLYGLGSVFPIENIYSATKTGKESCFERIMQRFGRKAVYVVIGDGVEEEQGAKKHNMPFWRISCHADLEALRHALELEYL
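Eya2 protein (added as 0.2 uM solution) was preincubated with compound for 10 min at ambient temperature in 50 mM HEPES pH 7.5, 50 mM NaCl, 5 uM MgCl2, 0.05% BSA, 1 mM DTT. OMFP (added at 50 uM) then reacted 10 min; fluorescence read at 485/525 nm.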
* hit, by the source's call; ? = inconclusive; / = no result given; [ ] = another dose, or the depositor's remark. Unless noted, the call rests on the fitted dose curve; in most records, active means well fitted curve in the direction sought with a large enough effect; inconclusive means small, poorly fitted or top-dose-only effect, or another doubt; inactive means no such curve, though single readings can be large; an effect the other way counts as inactive or inconclusive.

SMILES	TSHR antag	Tb PFK inh	BCR signal inh	PTAP TSG101 blk	B2AR arrestin	uPA surface inh	TCR activator	Mito fusion yeast	ELG1 DNA repair	USP2a inh	Eya2 phos inh
CCC1CCC(C(=O)NC(CCSC)C(=O)NCCc2ccc(S(N)(=O)=O)cc2)CC1 (stereo unspecified)	-2	-13%	6%	-2%	-0.4%	8%	-12%	-7%	0%	-3%	10%
Cc1ccnc(NS(=O)(=O)c2ccc(Cl)nc2)c1	7	1%	2%	0%	0.4%	0%	1%	-5%	-9%	6%	6%
CCN(CC)S(=O)(=O)c1ccc(N2CCCC2)c(NC(=O)Cc2c(F)cccc2Cl)c1	-15	-4%	-2%	-2%	0.1%	0%	-4%	0%	-30%	-1%	-8%
Fc1ccc(-c2cnn3c(-c4cccs4)ccnc23)cc1	-22	-3%	?	-1%	0.5%	-8%	-1%	0%	?	1%	-1%
S=C(c1ccc(-c2cc(Cl)ccc2Cl)o1)N1CCCCC1	-11	0%	9%	-4%	-2.6%	8%	-8%[46.1 µM]	-1%	21%	-1%	-12%
CC1(CC(=O)N/N=C/c2ccc(OCc3ccc(Cl)cc3Cl)cc2)OCCCO1	-3	-4%	?	-8%	0.0%	-6%	-1%	11%	?	0%	-5%
CCN1CCN(C(=O)c2ccc(-c3nc4ccccc4s3)s2)CC1	4	-1%	?	-5%	-0.9%	?	14%	-1%	?	-4%	-3%
O=C(Nc1ccc(Cl)cc1C(=O)Nc1ccncc1)c1ccco1	14	3%	?	-2%	0.3%	/	13%	22%	?	-6%	-28%
CCOC(=O)C1=C(CC)OC(N)=C(C#N)C1c1cccs1 (stereo unspecified)	1	-7%	0%	-2%	-0.1%	-10%	-7%	2%	-3%	0%	4%
CCN(CC)S(=O)(=O)c1cccc(NC(=O)CCNC(=O)c2ccccc2Cl)c1	-9	-1%	-8%	-5%	-0.3%	/	6%	-4%	2%	5%	?
O=C1CCCN1CCCNc1ccc2nnc(CCC(=O)N3CCN(c4ccc(F)cc4)CC3)n2n1	30	0%	-6%	-1%	-0.9%	7%	-7%	2%	18%	2%	3%
CCOC(=O)CCCCCC(=O)Nc1ccc2c(c1)CC(=O)N([C@H](C)CO)C[C@@H](C)[C@H](CN(C)Cc1ccc3c(c1)OCO3)O2	?	9%	-1%	-5%	3.5%	2%	7%	/	5%	-1%	0%
N/C(=N\OC(=O)COc1ccc(Br)cc1)c1ccncc1	-3	1%	5%	-2%	-0.4%	1%	1%[46.1 µM]	-3%	?	0%	5%
COc1ccc(S(=O)(=O)N2CCN(C(=O)c3cc(C4CC4)nn3-c3ccccc3)CC2)cc1OC	-10	1%	5%	-2%	-0.2%	-5%	-8%[46.1 µM]	/	?	1%	0%
O=C(N[C@@H](Cc1ccc(Br)cc1)C(=O)O)OCC1c2ccccc2-c2ccccc21	-14	0%	1%	-13%	-1.0%	3%	16%	1%	2%	1%	16%
O=C(O)/C(=C\c1cccc(OCc2ccccc2)c1)c1ccc(F)cc1	-4	6%	11%	-2%	0.1%	/	4%	12%	3%	-6%	-13%
CCC(Sc1nc2cc(OC)c(OC)cc2c(=O)n1Cc1ccc(OC)cc1)C(=O)NCCOC (stereo unspecified)	1	5%	?	-1%	0.1%	-5%	-2%	-5%	?	0%	0%
COc1ccc(-c2cc(C)no2)cc1S(=O)(=O)N1CCN(C(=O)c2ccco2)CC1	3	-5%	-19%	-6%	0.5%	6%	-6%	-1%	5%	-1%	12%
COc1ccc2cc3c(N)nn(C(=O)c4ccccc4[N+](=O)[O-])c3nc2c1	-33	9%	?	-2%	-0.5%	-6%	-5%[46.1 µM]	1%	2.3µM*	4%	?
Cc1c(NC(=O)c2ccc(Br)o2)c(=O)n(-c2ccccc2)n1C	11	11%	-2%	-8%	-0.4%	2%	-1%	-2%	-7%	0%	9%
CCCOc1ccc(N2C(=O)CC(N(Cc3ccc(S(N)(=O)=O)cc3)C(=O)CC)C2=O)cc1 (stereo unspecified)	2	-5%	?	-4%	0.1%	2%	-3%	-2%	25%	2%	4%
c1ccc(Oc2ccc(-c3ccnc4ncnn34)cc2)cc1	0	-1%	-2%	-4%	0.4%	-2%	8%	-4%	?	0%	-4%
CN(C)N1C(N)=C(C#N)C(c2cccc([N+](=O)[O-])c2)C2=C1CC(C)(C)CC2=O (stereo unspecified)	-13	-7%	6%	-7%	-0.2%	0%	3%	0%	-7%	-2%	?
C=CC[C@@H](CC(=O)N(CCO)Cc1ccccc1)C(=O)N[C@H](COC(=O)[C@@H](CC=C)CC(=O)OC(C)(C)C)C(C)(C)C	-21	3%	-2%	/	0.4%	9%	-6%	/	-8%	3%	-4%
Cc1cc(C=O)c(C)n1-c1ccc(N2CCCCC2)c([N+](=O)[O-])c1	-18	-1%	?	-4%	-0.2%	-3%	-2%	1%	-3%	1%	-7%
CCOC(=O)N1CCC(NCCNC(=O)c2ccc(Cl)cc2)CC1	29	-7%	?	-9%	-0.1%	-4%	4%	-1%	-6%	2%	-17%
CCCCCC(=O)NC(Nc1ccc(S(N)(=O)=O)cc1)C(Cl)(Cl)Cl (stereo unspecified)	-5	0%	-5%	-2%	-1.7%	16%	6%[46.1 µM]	-2%	-12%	1%	2%
Nc1ccc2c(c1)CC(=O)c1ccccc1S2	34	0%	?	-1%	-0.4%	1%	-7%[46.1 µM]	20%	17%	-3%	1%
O=C1NCCN(Cc2cccc(Oc3ccccc3)c2)C1CC(=O)N1CCCCC1 (stereo unspecified)	10	2%	-4%	0%	-0.4%	-10%	7%	3%	4%	-3%	-15%
COc1ccc(/C=C/C(=O)NCc2ccc(F)cc2)cc1S(=O)(=O)N1CCOCC1	15	?	0%	15%	0.3%	-7%	-1%	-1%	-25%	2%	4%
O=[N+]([O-])c1ccc(N2CCN(c3ccccc3O)CC2)cc1	0	1%	-5%	-12%	-0.1%	-1%	-2%	1%	-5%	2%	3%
O=C(Cn1cc(S(=O)(=O)N2CCCC2)c(S(=O)(=O)N2CCCC2)c1)NCc1ccco1	7	-2%	9%	1%	0.0%	3%	-1%	-1%	13%	-5%	-12%
CC/C(=N/Nc1cccc(Cl)c1)c1cnnc(SC)n1	3	?	0%	1%	-2.5%	1%	-3%[46.1 µM]	-1%	0%	4%	7%
O=C(Cn1cnc2scc(-c3ccc(F)cc3)c2c1=O)N1CCOCC1	-3	5%	-15%	0%	0.5%	2%	6%	1%	-2%	3%	-7%
CCCCn1nc(C(=O)OCC(=O)Nc2sccc2C(N)=O)c2ccccc2c1=O	-14	3%	?	-1%	-0.2%	2%	6%	-29%	11%	2%	-18%
CCOc1ccc(CNC(=O)CN2C(=O)C(c3ccccc3)Oc3cccnc32)cc1 (stereo unspecified)	4	1%	2%	0%	-0.4%	10%	2%	-6%	-5%	-1%	-18%
CCOC(=O)C(C(=O)c1ccccc1)C1CC(C)NC(=S)N1 (stereo unspecified)	4	5%	-1%	-1%	-0.2%	-1%	-1%[46.1 µM]	-5%	0%	1%	-5%
Clc1ccccc1-c1nc2ccccc2c2nc3ccccc3n12	13	0%	-1%	-4%	0.0%	0%	3%[46.1 µM]	0%	?	-2%	-2%
CC(=O)n1cc([C@@H]2C=C(C(=O)Nc3ccccc3)O[C@H](OCCCCO)C2)c2ccccc21	0	0%	?	/	0.2%	3%	4%	3%	?	-1%	?
CC(C)Oc1ccc(C(=O)NNC(=O)c2ccccc2C(=O)O)cc1	1	0%	?	0%	0.4%	-7%	-5%[46.1 µM]	0%	15%	2%	8%
